PP5 inh – PP5 (human) phosphatase inhibition | P53041 | AID 1987 | 320,000 tested, 0.18% active | purified PP5c, OMFP substrate fluorescence | inhibition, % at 6.7 µM;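 active means inhibition above the campaign's mean inhibition across all tested compounds plus 3 SD, cut at about 9.5% in these data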;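 further: 0% = DMSO only and 100% = 100 µM cantharidin control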
Target sequence (P53041 whole entry, looked up): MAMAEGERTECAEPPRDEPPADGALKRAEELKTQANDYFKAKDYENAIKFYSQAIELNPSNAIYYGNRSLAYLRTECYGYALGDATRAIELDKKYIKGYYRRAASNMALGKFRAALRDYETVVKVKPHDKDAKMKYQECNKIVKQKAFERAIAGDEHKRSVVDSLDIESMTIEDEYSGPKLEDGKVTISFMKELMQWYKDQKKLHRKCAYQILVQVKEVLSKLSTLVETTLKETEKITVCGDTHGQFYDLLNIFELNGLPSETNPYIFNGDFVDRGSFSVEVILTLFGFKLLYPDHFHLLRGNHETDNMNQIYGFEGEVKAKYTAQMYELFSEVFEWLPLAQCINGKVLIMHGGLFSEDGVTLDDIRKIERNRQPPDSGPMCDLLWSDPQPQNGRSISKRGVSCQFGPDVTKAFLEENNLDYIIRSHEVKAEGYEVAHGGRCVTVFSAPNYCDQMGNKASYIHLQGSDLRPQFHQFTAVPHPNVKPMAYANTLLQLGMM
ZTA counter – ZTA (EBV) inhibition in EBNA-1 counter-screen. AID 2234. inhibition, % at 11 µM. ZTA-DNA binding, fluorescence polarization. 320,000 tested, 0.15% active; in the data active means inhibition above about 33%
Target sequence (P03206 whole entry, looked up): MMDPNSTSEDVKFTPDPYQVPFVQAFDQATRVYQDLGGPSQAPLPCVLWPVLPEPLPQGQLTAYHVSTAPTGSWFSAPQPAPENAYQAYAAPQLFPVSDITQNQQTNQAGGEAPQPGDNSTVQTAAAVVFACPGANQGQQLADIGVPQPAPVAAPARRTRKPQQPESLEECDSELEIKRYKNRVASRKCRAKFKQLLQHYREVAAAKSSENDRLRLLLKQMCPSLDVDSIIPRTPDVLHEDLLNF
PREPL inh – inhibitors of human prolyl oligopeptidase-like enzyme PREPL. Q4J6C6. 320,000 tested, 0.68% active. recombinant PREPL, fluorescence polarization activity-based probe. inhibition, % at 5.96 µM; in the data active means inhibition above about 43%;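 further: 0% = enzyme with DMSO and 100% = wells lacking enzyme; many of its hits are not listed in these tables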
Efflux pump inh – antifungal efflux pump inhibition, Nile Red retention; 330,000 tested, 0.44% active; AID 485275; inhibition, % at 10 µM; S. cerevisiae Candida pump triplex;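 active means plate passing quality check with inhibition over a set limit, or well fluorescence over plate mean plus 4 SD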;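 further: Nile Red retained in pooled yeast measured as flow cytometry median fluorescence; 0% = buffer negative control and 100% = Enniatin B positive control; higher means more Nile Red kept so more efflux inhibition; some compounds called inactive have numbers as strong as hits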
Fh CTSL1 inh – blocks F. hepatica cathepsin L1 in PFM18AAP counter-screen. recombinant F. hepatica cathepsin L1, Z-Leu-Arg-MCA fluorescence. inhibition, % at 5.96 µM. 300,000 tested, 0.49% active;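 active means inhibition above the mean of all tested compounds plus 3 SD, set per screening campaign, cut at about 17% in these data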;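 further: 0% = plate median of test compound wells and 100% = 1 µM Z-Phe-Ala-diazomethylketone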
TPT1 inhibitor – C. albicans TPT1 enzyme inhibition; 300,000 tested, 0.81% active; inhibition, % at 5 µM; recombinant caTPT1, FP RNA substrate dephosphorylation;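 active means inhibition above the mean of all tested compounds plus 3 SD, set per screening campaign, cut at about 24% in these data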;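 further: plate controls were DMSO alone for no effect and ferristatin control at 100 nM for full effect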
HCV core dimer – HCV core protein dimerization inhibition. inhibition, % at 5 µM. 300,000 tested, 0.33% active. TR-FRET GST/Flag-core106 dimerization, 1536-well;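 active means inhibition above the mean of all tested compounds plus 3 SD, set per screening campaign, cut at about 45% in these data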
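System: GST-tagged and Flag-tagged HCV core protein residues 1-106 / Input: core106 proteins, GST 13.5 nM and Flag 17 nM / Buffer or medium: KF-containing HEPES buffer, pH 7.45, DTT, CHAPS, BSA / Probe or stimulus: Eu-anti-GST and XL665-anti-Flag labelled anti-tag antibodies / Schedule: 4 h, 22.5 °C incubation / Technique: TR-FRET 671 and 617 nm emission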
EBNA-1 inh – blocks EBNA-1 binding to DNA; inhibition, % at 14.8 µM; 300,000 tested, 0.34% active; EBNA-1 DNA binding, fluorescence polarization; AID 1950; in the data active means inhibition above about 28%
PP1 inh – blocks human PP1-alpha phosphatase, a PP5 counter-screen; purified PP1alpha, OMFP fluorescence; 320,000 tested, 0.9% active; P62136; inhibition, % at 6.7 µM; AID 2235;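 active means inhibition above the mean inhibition of all tested compounds plus 3 SD, computed separately for each screening campaign, cut at about 15% in these data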
Target sequence (P62136 whole entry, looked up): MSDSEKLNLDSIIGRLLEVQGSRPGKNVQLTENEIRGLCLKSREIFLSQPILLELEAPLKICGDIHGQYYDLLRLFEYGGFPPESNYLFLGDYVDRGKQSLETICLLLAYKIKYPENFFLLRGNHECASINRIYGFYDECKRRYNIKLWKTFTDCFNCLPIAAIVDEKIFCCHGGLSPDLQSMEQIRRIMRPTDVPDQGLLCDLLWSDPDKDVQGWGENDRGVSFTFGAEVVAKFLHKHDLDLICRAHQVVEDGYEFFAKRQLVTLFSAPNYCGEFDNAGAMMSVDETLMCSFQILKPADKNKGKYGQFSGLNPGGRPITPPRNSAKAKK
The depositor's hits bear a star; nt = no result given. Some of the compounds tested; rates above refer to the full screens.

Screens in order – PP5 inh	ZTA counter	PREPL inh	Efflux pump inh	Fh CTSL1 inh	TPT1 inhibitor	HCV core dimer	EBNA-1 inh	PP1 inh
- COc1ccc2sc(C)nc2c1NC(C)=O
  -1.8	-18	2	0.0	-2	0	-15	-6	-1
- O=C1CCc2cc(S(=O)(=O)NCCC(=O)NC3CCCCC3)ccc2N1
  -0.1	15	0	0.0	-2	1	-2	7	-3
- O=c1oc2ccccc2cc1-c1csc(Nc2nc3ccc(F)cc3s2)n1
  -0.3	-5	-6	0.0	2	-5	14	-2	-1
- O=C(NCCN1CCN(C(=O)Nc2ccccc2)CC1)Nc1ccccc1
  -0.7	0	0	0.1	-4	-4	-3	-1	-5
- CCCCN(CC)CCCNC(=O)c1ccc(CSc2nc3ccncc3[nH]2)cc1
  -0.2	7	-5	0.0	-1	-1	4	7	-6
- CC(NC(=O)CC(c1ccccc1)c1cc(Cl)ccc1O)c1ccccc1 (centres undefined)
  5.6	-4	-21	0.5	-1	1	3	7	1
- O=c1c(=Nc2ccccc2O)c(=O)c2ccccc12
  9.3	-13	2	0.1	33*	-1	-23	6	-1
- CC1CC(C)CN(c2oc(-c3ccccc3Cl)nc2C#N)C1 (centres undefined)
  1.6	-7	19	0.0	-1	-3	-1	2	2
- CCOC(=O)c1c[nH]c(=O)c(Br)c1O
  1.4	-3	-1	-10	-1	-4	0	7	0
- COC(=O)Cc1ccc(NC(=O)c2ccccc2Cl)cc1
  3.2	5	3	-0.1	-3	1	3	5	0
- CCCC12CN3CC(C)(CN(C1)C3c1ccco1)C2=O (centres undefined)
  -0.4	-2	4	0.0	4	-1	0	-16	-3
- Cc1c(NC(=S)NC(C)(C)C)c(=O)n(-c2ccccc2)n1C
  -1.0	1	15	0.3	-1	0	-11	-10	2
- O=C(CSc1nnc(-c2ccncc2)n1Cc1ccco1)Nc1ccccc1F
  1.4	0	13	0.0	1	-1	0	1	-5
- CCOC(=O)N1CCN(c2ccc(S(=O)(=O)N(Cc3ccccc3)Cc3ccccc3)cn2)CC1
  -0.8	-4	1	-0.1	-2	-4	10	3	0
- Cc1cc(C)cc(OCC(=O)Nc2ccccc2N2CCCCC2)c1
  2.6	-9	-5	-0.1	-1	-5	3	13	0
- CC(=O)c1cccc(NC(=O)CSc2nnc(-c3ccncc3)o2)c1
  1.9	-1	7	-0.1	nt	nt	nt	nt	-3
- NC(=O)c1c(NC(=O)C(=O)N2CCOCC2)sc2c1CCC2
  -1.3	-10	7	0.0	0	0	-11	-2	-5
- O=C1CC(=O)N2N=C(c3ccc([N+](=O)[O-])cc3)SC2=N1
  -1.5	9	29	0.0	1	1	13	8	-3
- Cc1ccc2c(c1)C(c1ccc(F)cc1)N(C(=O)c1cc3ccccc3oc1=O)CC(=O)N2 (centres undefined)
  0.7	12	-4	-0.3	-1	-1	0	2	9
- COc1ccc(CC(=O)N2CCc3cc(OC)c(OC)cc3C2C)c(OC)c1 (centres undefined)
  -1.8	-8	1	0.1	-2	0	2	20	1
- CC(=O)C1=C(Nc2ccc(C)cc2)CC(C)(O)C(C(C)=O)C1c1ccco1 (centres undefined)
  0.4	1	7	0.0	0	2	3	5	-2
- COc1ccc(-c2nnc(NC(=O)CS(=O)(=O)c3ccc(Cl)cc3)o2)c(OC)c1
  -1.9	-6	4	0.0	2	4	0	-3	6
- Cc1cc(C)nc(NS(=O)(=O)c2ccc(-n3cccc3)cc2)n1
  -2.6	9	7	0.0	0	3	11	10	-1
- COc1ccccc1[C@@H]1C(c2cccc(Cl)c2)=NN(c2ccccc2)[C@H]1C(=O)N1CCOC1=O
  -0.1	-3	14	0.2	3	1	-68	-13	-1
- Cc1nn(CC(=O)NCc2cccs2)c(=O)c2nn(-c3ccccc3)c(C)c12
  0.4	-5	17	6.2*	-4	-2	4	-11	-2
- COc1ccc(N(CC(=O)O)S(=O)(=O)c2ccc(OC)c(OC)c2)cc1
  2.3	-15	10	0.1	5	-3	-5	-2	-1
- COc1cccc(C(=O)NCCSc2ccc(Br)cc2)c1
  2.2	-16	1	-0.1	-2	-1	-2	-1	7
- Clc1cccc(CNCCCSc2ncccn2)c1
  -1.3	16	2	-0.1	-2	-2	-3	9	3
- O=C(Nc1cc(Cl)ccc1N1CCOCC1)c1cnccn1
  -1.1	0	9	-0.2	4	3	-11	4	-5
- CSCC[C@@H](C(=O)NCc1cccs1)N1Cc2ccccc2C1=O
  -3.0	-2	0	0.2	-1	-4	-6	-7	-1
- O=C(NCc1ccc(F)cc1)C1Cc2ccccc2CN1C(=O)c1ccco1 (centres undefined)
  0.6	9	11	0.1	2	-1	2	-6	-3
- N#CCc1c(C#N)c(N)nc(N2CCCC(O)C2)c1C#N (centres undefined)
  -2.4	6	6	0.0	0	3	0	-7	4
- CC(C)(C)NC(=O)CSc1nc2ccc(NC(=O)CSc3nnc(N)s3)cc2s1
  2.0	-9	10	-0.1	1	2	-3	-7	0
- COc1ccc2c(c1)[nH]c(=O)c1sc3ccccc3c12
  2.4	-4	3	0.3	3	1	38	-9	0
- CCOc1ccc(CCNC(=O)CCc2nnc3ccc(N4CCOCC4)nn23)cc1
  -0.7	-3	9	-0.2	0	-1	2	1	1
- O=C(Cn1cnc2ccccc2c1=O)c1c[nH]c2ccccc12
  -1.1	-4	-2	-0.1	1	2	-11	4	-2
- COc1cccc(CN2CCN(CCCc3ccccc3)C(CCO)C2)c1O (centres undefined)
  2.1	20	-3	0.2	-1	-1	-2	7	-1
- C=C(C)[C@@H]1CC=C(CN2CCN(Cc3ccccc3)CC2)CC1
  3.9	-5	-6	-0.1	-1	-2	-14	-11	2
- CC1(c2ccc(Cl)cc2Cl)NC(=O)N(CC(=O)N2CCN(C(=O)c3ccco3)CC2)C1=O (centres undefined)
  1.4	-6	13	0.1	nt	nt	nt	nt	-4
- O=[N+]([O-])c1ccc2ccn(C3OCC(O)C(O)C3O)c2c1 (centres undefined)
  -0.7	-6	9	-0.1	4	12	-2	8	-3
- Cc1ccc(C)c(NC(=O)CN(C)C(=O)c2cc3ccccc3o2)c1
  0.9	6	5	0.0	-1	1	11	11	-1
- COc1ccc(CN2CCN(C(=O)c3cccc4ccccc34)CC2)cc1Br
  5.7	16	-36	0.1	5	2	23	0	8
- NC(=O)c1c(-c2ccccc2)oc2ccc(O)cc12
  1.0	18	-1	0.0	0	-2	0	-2	0
- O=C(/C=C/c1cccc(Cl)c1)Nc1ncccn1
  1.2	11	7	0.0	3	1	0	1	-1
- O=c1cc(CS(=O)(=O)c2ccccc2)nc(-c2ccncc2)[nH]1
  -2.0	1	0	-0.1	-1	-1	-3	9	-6
- CNC(=O)COc1cccc(C(=O)NCc2ccccc2)c1
  1.2	-2	7	0.1	4	-6	-4	-5	0
- Cc1ccc(C)c(S(=O)(=O)NC(Cc2c[nH]c3ccccc23)C(=O)O)c1 (centres undefined)
  0.0	16	17	0.1	2	-1	-3	-9	2
- COc1cc(NC(=O)c2ccc3c(c2)OCCO3)ccc1NC(=O)c1cccs1
  0.9	-11	4	-0.2	1	-4	1	6	-3
- CC(C(=O)NCCCN1CCOCC1)n1cccc1C(=O)c1ccccc1 (centres undefined)
  1.6	11	7	-0.2	-1	-12	-2	0	-4
- O=C(NCc1ccccc1)C1=C[C@H](c2csc3ccccc23)C[C@H](OCCCCO)O1
  1.9	1	11	0.0	-2	2	11	14	9
- CC1CCCC(C)N1C(=O)COc1ccc(C(=O)N/N=C/c2ccc(C(=O)O)cc2)cc1 (centres undefined)
  1.1	7	1	0.2	12	-2	2	0	-2
- CCOC(=O)c1c(C)nc2sc(C(N)=O)c(N)c2c1-c1ccc(OC)cc1
  0.3	-1	25	-0.1	2	-3	1	1	3
- COc1cccc(NC(=O)C(C)NS(=O)(=O)c2ccc(Br)cc2)c1 (centres undefined)
  0.3	2	-2	0.0	1	-2	10	-10	-1
- OC(COc1ccccc1)CN1C2=NCCCN2c2ccccc21 (centres undefined)
  0.4	2	17	0.0	1	2	0	-6	-3
- O=C(CN1C(=O)C2CC=CCC2C1=O)Nc1ccc(Br)cc1 (centres undefined)
  -0.6	-3	2	-0.2	0	1	2	2	-5
- O=C(COc1ccccc1C(=O)Nc1ccccc1)c1ccc(F)cc1
  1.1	13	-3	-0.1	-1	-3	8	9	-3
- NS(=O)(=O)c1ccc(CCNC(=O)CSc2cccs2)cc1
  -1.4	-2	-3	-0.1	0	-2	1	0	-2
- COc1ccccc1N1CCN(C(CNS(=O)(=O)c2ccccc2)c2ccccc2)CC1 (centres undefined)
  4.2	-1	17	0.1	1	-3	3	-9	0
- Cc1cccc(C)c1NC(=O)Cn1nnc(C(=O)Nc2ccc(F)cc2F)c1N
  -0.6	-6	-3	-0.1	4	-3	-10	28*	-2
- CNC(=S)N1CCC(NC(=O)C23CC4CC(CC(C4)C2)C3)CC1
  -2.0	-1	0	0.1	-3	-1	0	-1	-2

Some of these compounds in order of SMILES length, rising.
Screens in order – PP5 inh	ZTA counter	PREPL inh	Efflux pump inh	Fh CTSL1 inh	TPT1 inhibitor	HCV core dimer	EBNA-1 inh	PP1 inh
- COc1cccc(CN2CCN(CCCc3ccccc3)C(CCO)C2)c1O (centres undefined)
  2.1	20	-3	0.2	-1	-1	-2	7	-1
- Cc1ccc(C)c(S(=O)(=O)NC(Cc2c[nH]c3ccccc23)C(=O)O)c1 (centres undefined)
  0.0	16	17	0.1	2	-1	-3	-9	2
- O=C(NCc1ccccc1)C1=C[C@H](c2csc3ccccc23)C[C@H](OCCCCO)O1
  1.9	1	11	0.0	-2	2	11	14	9
- CC1CCCC(C)N1C(=O)COc1ccc(C(=O)N/N=C/c2ccc(C(=O)O)cc2)cc1 (centres undefined)
  1.1	7	1	0.2	12	-2	2	0	-2

Other records:
Screens in order – PP5 inh	ZTA counter	PREPL inh	Efflux pump inh	Fh CTSL1 inh	TPT1 inhibitor	HCV core dimer	EBNA-1 inh	PP1 inh
- COc1ccc(CNC(=O)CN2C(=O)CSc3ccc(S(=O)(=O)N4CCCCC4)cc32)cc1
  -2.0	8	-3	0.0	1	0	12	11	-1
- O=C(NC(Cc1ccccc1)C(=O)O)/C(=C\c1ccc(Br)cc1)NC(=O)c1ccc(Br)o1 (centres undefined)
  -3.7	3	-1	0.0	6	1	7	7	-2
- CN(C)CCNc1ncnc2ccccc12
  1.0	9	-13	0.0	-4	-4	1	27	0
- COc1ccc(Oc2nc(C)cc(C)c2C#N)cc1
  0.6	10	-4	0.0	-2	6	17	3	-2
- CC(=O)c1coc2ccc(OCCN3CCCCC3)cc12
  -1.9	8	-2	0.1	-5	4	0	6	-3
- O=C(CN1C(=O)CSc2ncccc21)Nc1cccc(Cl)c1
  -2.7	16	-8	-0.2	0	2	13	15	-1
- Cc1cccc(OCC(=O)O/N=C(\N)c2ccc(Cl)cc2)c1
  1.5	8	0	0.1	-19	4	0	2	0
- CC(C)=CC1C=C(C)C(C)C2C(=O)NNC(=O)C12 (centres undefined)
  2.9	-3	4	-0.2	1	-2	-1	9	0
- CC(=O)c1ccc(NC(=O)c2sc3nc(N4CCOCC4)c4c(c3c2N)CCCC4)cc1
  1.3	-5	20	0.2	1	0	3	3	4
- COc1ccc(C2C3=C(N=C4SCC(=O)N42)c2ccccc2CC3)cc1 (centres undefined)
  1.0	-4	7	0.0	0	-3	13	10	-2
- COCCNC(=O)/C(=C/c1ccccc1Cl)c1ccccc1
  0.8	1	-12	0.1	-5	5	9	3	-6
- Cc1nn(-c2ccccc2)c(N2CCCC2)c1/C=N/NC(=O)C1CC1
  -2.8	17	23	0.5	0	-1	-2	1	-6
- CCOC(=O)C1CCCN(CC(O)COCc2ccccc2OC)C1 (centres undefined)
  1.0	1	-6	-0.1	3	-3	8	10	0

High-throughput results as filed in PubChem.
